Assay outcomes (PubChem BioAssay)
All columns: NCI-60 one-dose screen, growth in % after 48 h at 10 µM unless noted; 100 = growth as untreated, 0 = no growth, -100 = all killed.
SK-MEL-5 – SK-MEL-5 melanoma; 6.4% of 80,000 active; AID 1794755
LOX IMVI – LOX IMVI melanoma | 7.4% of 79,000 active | AID 1794757
MALME-3M – MALME-3M melanoma; 5.8% of 78,000 active; AID 1794766
SK-MEL-2 – SK-MEL-2 melanoma. 4.7% of 77,000 active. AID 1794763
SK-MEL-28 – SK-MEL-28 melanoma; 4.1% of 81,000 active; AID 1794761
UACC-257 – UACC-257 melanoma | 4.4% of 78,000 active | AID 1794764
T-47D – T-47D breast cancer; AID 1794792; 5% of 79,000 active
HS 578T – HS 578T breast cancer | 4.1% of 78,000 active | AID 1794788
* hit, by the source's call; · = not tested or not shown; & = joins results of further samples; ! = not active in a repeat; [ ] = another dose, or the depositor's remark. How the source made its calls: active means growth percent below 10; inactive means the rest.

SMILES	SK-MEL-5	LOX IMVI	MALME-3M	SK-MEL-2	SK-MEL-28	UACC-257	T-47D	HS 578T
COc1ccc(/C(C)=N/NC(=O)CSc2nc3ccccc3c(=O)n2Cc2ccc(S(N)(=O)=O)cc2)c(OC)c1	98.0	94.2	101.8	114.8	110.1	106.5	95.6	101.9
CC(=O)NS(=O)(=O)c1ccc(N)cc1	106.5	99.6	114.9	103.0	116.5	98.0	·	119.0
Nc1nc(N)c2cc(CNc3ccc(Cl)c(Cl)c3)ccc2n1	15.4	-54.8*	47.1	42.0	60.1	32.4	-52.6*	28.8
COc1cccc(/C=N\Nc2ccc([N+](=O)[O-])cn2)c1OC	106.0	88.2	118.0	104.7	113.5	98.6	95.3	100.3
Oc1ccccc1-c1nc2c3ccccc3c3ccccc3c2o1	98.6	90.6	91.9	110.4	116.5	101.0	78.9	89.5
CCOC(=O)C(CC)C(O)c1ccccc1 (stereo not given)	104.4	101.1	102.6	108.6	110.9	102.1	104.2	109.6
COc1ccc(-c2cc(NC(=O)Nc3ccc(Cl)cc3)no2)cc1	100.1	101.0	113.5	104.2	105.8	109.4	96.7	109.0
CCCn1cnc2c(=O)[nH]c(N)nc21	102.6	97.6	109.9	106.0	110.1	91.4	98.7	92.7
COC(=O)C12C3C(=O)N(c4ccc(C)cc4)C(=O)C3C(c3cn(-c4ccccc4)nc3-c3ccccc3)N1[C@H](c1cn(-c3ccccc3)nc1-c1ccccc1)[C@@H]1C(=O)N(c3ccc(C)cc3)C(=O)[C@@H]12 (stereo not given in full)	98.3	92.4	111.6	104.7	105.0	97.2	108.1	108.2
COc1ccc(-c2nc(SCc3nc4ccccc4[nH]3)nc(N3CCN(C)CC3)c2C#N)cc1	93.5	96.9	105.1	103.7	114.7	92.3	77.3	85.3
O=C(Nc1ccc2ncnc(Nc3ccc(Oc4cccc(F)c4)c(Cl)c3)c2c1)c1ccc(CN2CCOCC2)cc1	4.8*	8.9*	38.9	59.1	52.2	53.1	-9.3*	46.6
N#Cc1cnn(-c2cc(=O)[nH]c3ccc(Cl)cc23)c1N	97.9	93.9	90.1	98.9	111.8	106.8	·	102.2
CCN(CC)c1nc(Cl)nc(Nc2ccc3cc(-c4ccccc4)c(=O)oc3c2)n1	94.5	87.4	124.4	93.1	102.1	112.3	116.3	122.0
Brc1cc(-c2cc(-c3ccc4c(c3)OCCO4)[nH]n2)cs1	23.5	42.3	35.5	62.7	58.6	76.4	38.5	61.1
CCn1c(=O)c2[nH]c(SC)nc2n(CC)c1=O	106.1	97.3	110.9	123.7	108.9	98.1	102.4	96.2
O=P(O)(Cc1ccccc1)c1ccccc1	104.6	100.1	103.1	113.3	107.3	96.5	96.8	106.9
CCN(CC)CCCNc1ccc(Nc2ccc(OC)cc2)cc1	91.2	86.4	103.7	108.1	101.3	87.4	118.1	·
COc1ccc(/C=C2/Oc3c(c(OC)c4ccoc4c3CN3CCOCC3)C2=O)cc1	67.0	88.4	90.5	105.1	112.5	99.6	86.1	88.9
CCOc1ccccc1NC(=O)CCC(=O)OC	99.7	101.9	72.9	120.8	101.3	123.1	88.7	106.0
COc1cc(-c2nn(-c3ccc(C)cc3)cc2CO)ccc1O	·	94.6	112.2	89.4	113.1	102.2	90.0	103.2
FC(F)(F)c1cn(CC2CCNCC2)c2ncnc(Br)c12	102.9	100.1	118.4	105.2	108.8	101.6	104.6	107.4
Cc1cc(C)c(C2=NO[C@H]3c4ccccc4OC[C@@H]23)c(C)c1	99.5	98.5	93.1	106.1	102.8	·	92.0	98.6
COc1cc(/C=C2\CC/C(=C\c3ccc(OCCN4CCOCC4)c(OC)c3)C2=O)ccc1OCCN1CCOCC1	90.2	·	·	116.3	96.7	96.0	68.6	125.7
CCN(CC)CCCCCCNc1cc(OC)c(Cl)c2cccnc12	68.7	55.7	88.4	92.4	64.6	-1.8*	81.4	58.8
COC(=O)CC1CC1CCn1c(-c2ccc(F)cc2)c(-c2ccccc2)c(C(=O)Nc2ccccc2)c1C(C)C (stereo not given)	89.7	84.3	101.9	101.1	100.2	101.2	66.4	88.0
NC(=O)c1cccc(-c2ccc(S(=O)(=O)Nc3ccc4c(c3)N(C(=O)C3CC3)CCC4)cc2)c1	11.4	41.6	39.1	7.5*	51.7	46.2	26.1	17.9
C/C=C(/c1cccnc1)C1c2ccccc2NC1CC (stereo not given)	95.6	87.2	91.8	108.4	101.0	96.9	78.7	82.6
COC(=O)CCSC1=C(C)C(=O)C(OC)=C(OC)C1=O	94.4	128.4	93.9	106.6	99.9	93.3	101.4	109.1
CC[C@H](CC[C@@H](C)[C@H]1CC[C@H]2[C@@H]3CC[C@@H]4CC(=O)/C(=C\c5cccnc5)C[C@]4(C)[C@H]3CC[C@]12C)C(C)C	91.7[100 µM]	102.3[100 µM]	115.2[100 µM]	97.9[100 µM]	113.1[100 µM]	115.3[100 µM]	92.7[100 µM]	104.2[100 µM]
COc1ccc2oc(=O)cc(Cn3cc(Cn4c(C)cc(=O)n(Cc5cn(Cc6cc(=O)oc7ccc(OC)cc67)nn5)c4=O)nn3)c2c1	98.8	93.3	96.6	106.5	103.4	101.7	104.9	99.4
O=[N+]([O-])c1ccc(S(=O)Cc2ccccc2)c([N+](=O)[O-])c1 (stereo not given)	75.9&88.0	-31.4*	-33.4*	87.7&82.9	23.0&89.4	69.3&37.0	-21.4*!	95.2&117.8
CN(C)CC/C=C1\c2ccccc2CN(C)c2ccccc21	105.1	104.5	128.6	106.5	108.2	110.9	96.7	103.9
COc1ccc(C2=C/C(=C\c3ccc(Cl)cc3)C(=O)NN2C(=S)NN)cc1	97.7	100.9	·	97.3	112.9	103.6	76.6	96.6
O=C1c2ccccc2-n2c(noc2=O)[C@@H]2CCCN12	102.8	97.2	83.9	97.7	111.5	99.6	93.3	98.3
CN1CCC23C(=O)CC4C(=CCOC5CC(=O)N(c6ccccc62)C3C54)C1 (stereo not given)	100.1	96.4	·	134.1	106.0	100.6	104.7	104.2
O=Cc1nc2ccccc2c(/C=C/c2ccccc2)c1C(=O)c1ccccc1	92.0	87.2	102.4	109.7	114.0	97.3	87.1	83.7
O=C(Nc1cccc(-c2nc3ccccc3c(=O)[nH]2)c1)c1ccccc1	103.8	98.8	102.1	96.6	110.9	88.0	94.1	87.1
ClC1[C@H](c2c[nH]c3ccccc23)c2c([nH]c3ccccc23)[C@H]1c1c[nH]c2ccccc12 (stereo not given in full)	86.6	91.0	90.0	87.3	95.0	95.5	65.1	76.9
Cc1cc(C)c(O)c(CNCc2ccccc2)c1	93.7	91.9	92.4	88.3	104.5	84.4	84.0	98.3
COc1ncc2cc1NS(=O)(=O)c1cccc(c1)C(=O)NCC1=CC=C(S1)c1ncnc3c1SC2=C3C	-38.2*	-32.1*	-39.2*	-33.2*	-62.2*	-1.3*	-29.0*	12.7
CCOC(=O)/C(C#N)=C1/NNC(=Nc2ccccc2)S1	94.7	100.1	96.8	107.1	98.0	91.8	93.9	105.9
CC(=O)c1ccc2ncccc2c1	·	97.8	116.3	106.9	104.8	111.8	122.1	109.6
Cc1cc(=O)c2c(=O)[nH][nH]c2[nH]1	104.3	100.8	102.2	103.4	97.2	97.1	108.4	106.0
CCOC(=O)c1cc(N2CCCCC2)nc2ccccc12	94.4	86.7	127.6	113.2	120.2	111.4	91.0	165.1
NC(N)=N/N=C/Cc1ccccc1	110.9	96.6	91.2	122.5	104.1	104.5	106.5	94.4
CCCCNc1ccc2c3c(cccc13)C(=O)N(c1ccc(/C(=C(\C)c3ccccc3)c3ccccc3)cc1)C2=O	99.6	·	115.0	102.8	97.4	110.8	73.3	104.3
COc1ccc(NC(=O)CSc2nc3ccccc3[nH]2)cc1	96.4	99.4	97.9	108.4	103.8	110.4	84.1	90.6
O=C(Oc1ccc[nH]c1=O)c1cc([N+](=O)[O-])cc([N+](=O)[O-])c1	104.7	99.5	155.7	-11.5*	122.2	19.7	109.3	123.6
CCOC(=O)/C(O)=C(\C#N)c1ccc(C)cc1	106.3	106.4	115.7	102.5	102.4	97.6	99.7	136.9
O=S(=O)(NCCNc1cc(-c2c(-c3cccc(O)c3)nc3sccn23)ccn1)c1cccc(Cl)c1	12.7	41.5	58.8	57.2	66.8	68.0	14.0	29.6

Additional records:
SMILES	SK-MEL-5	LOX IMVI	MALME-3M	SK-MEL-2	SK-MEL-28	UACC-257	T-47D	HS 578T
N#Cc1c(NC(=O)c2ccco2)[n+]([O-])c2ccc(Cl)cc2[n+]1[O-]	82.2	96.2	107.7	82.1	104.9	100.4	88.8	106.5
COc1ccc(C(=O)/C=C/c2cc(-c3cc4ccccc4o3)n(-c3ccccc3)n2)cc1OC	98.4	·	94.1	120.2	102.5	105.6	90.8	·
CCOC(=O)COc1ccc2c(c1)O/C(=C\c1cccc(OC)c1)C2=O	92.6	98.2	98.9	95.4	100.4	87.3	102.9	103.4
CC(=O)Nc1cc([N+](=O)[O-])cc([N+](=O)[O-])c1O	96.7	93.4	99.2	109.4	109.2	98.2	101.0	112.7
CCN(CC)CCn1cc(CN)nn1	103.6	97.2	106.4	89.0	112.4	89.2	103.2	107.3
O=C(c1nc2ccccc2[nH]1)C1C(c2ccccc2O)C2CC3CCCC[C@H]3N2[C@@]12C(=O)Nc1cc(Cl)ccc12 (stereo not given in full)	69.7	61.8	58.3	95.1	83.4	71.0	52.1	86.3
COC1CC(O)C2=C(CC3C(/C(C)=C\CC=C(C)C)CCC3(C)O2)C1=O (stereo not given)	99.2	106.3	102.4	96.9	119.1	95.2	94.9	98.6
COCCn1c(=N)c(S(=O)(=O)c2ccccc2)cc2c(=O)n3ccccc3nc21	96.5	91.1	103.1	104.6	109.4	100.9	98.3	117.4
COc1cccc(/C=C2\Oc3cc(OCCN4CCOCC4)ccc3C2=O)c1	88.3	93.5	84.8	111.0	100.6	107.2	73.5	·
COc1ccc(-c2nnc(Nc3ccc(C)cc3)o2)cc1OC	92.6	102.1	·	101.6	111.9	96.2	90.2	109.5
COc1cc2c(c(O)c1OC)-c1c(cc(OC)c(OC)c1OC)C[C@@H](C)[C@@H](C)C2	100.4	95.1	84.8	103.3	104.0	107.1	93.1	106.5
COc1ccc(OC)c(-n2cc(C#N)c(N)c2C(=O)c2cccnc2)c1	101.9	108.7	103.2	99.2	103.6	104.2	97.9	104.5
C/C=C(\Br)C(=O)O	100.1	100.4	105.4	116.0	109.4	114.7	100.3	105.5
Cc1ccnc(NC(=O)OC(C)C)c1	108.3	111.9	105.0	122.4	103.3	104.5	95.3	92.2
O=C(NCCN1CCCC1)c1ccc(-c2nc3ccc4[nH]ncc4c3c3c2CCCC3)cc1	5.0*	-89.6*	-2.3*	10.1	5.1*	23.8	23.0	-2.0*
CS(=O)(=O)Nc1cc(-c2ccc3ncnc(Nc4cccc(Cl)c4F)c3c2)cnc1Cl	24.7	4.2*	18.2	28.4	24.6	40.1	-4.0*	-3.3*
O=S(=O)(Nc1ccc(Cl)cc1NS(=O)(=O)c1ccccc1)c1ccccc1	85.1	102.4	84.0	88.7	110.5	111.5	99.6	·
S=C1NC=C(n2nc(-c3ccccc3)nc2-c2ccccc2)C(c2ccc(Cl)cc2)N1 (stereo not given)	97.5	100.2	105.7	128.9	105.9	102.1	103.1	112.7
COc1ccc(-c2nsc3c2NC(=O)CC3c2ccsc2)cc1 (stereo not given)	22.0	33.4	43.6	45.5	42.7	77.3	62.7	32.5
NNC(=O)c1ccc(Nc2ncnc3c2cnn3-c2cccc(Br)c2)cc1	97.9	94.9	91.1	101.3	98.7	90.6	·	98.3
Cc1nc(-c2cc3ccccc3oc2=O)ccc1C(=O)/C=C/c1ccc(N(C)C)cc1	88.0	109.2	82.4	89.0	92.3	96.5	88.4	85.1
O=C(N/C=C(/c1ccccc1)S(=O)Cc1ccccc1)Nc1ccccc1Cl (stereo not given)	97.2	96.9	103.3	101.0	105.4	93.6	85.9	98.5

Hits appear at their usual frequency, and some 11% of all compounds hit somewhere here.
